M4 ag – human M4 muscarinic receptor agonists, primary screen, CHO-K1 cells, Fluo-8 calcium fluorescence; CHO-K1 hM4/Gqi5; vehicle 0%, full acetylcholine response 100%; Muscarinic acetylcholine receptor M4 (Homo sapiens), P08173; hit rate 0.14% among 360,000; activation, % at 3 µM;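 active = activation above the run mean over all test wells plus 3 SD, cut at about 32% in these data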;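 note: peak over basal fluorescence ratio per well then scaled between controls; 0% = DMSO wells and 100% = acetylcholine at EC100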
IDE cell inh – human IDE inhibitors in live cells, primary screen, fluorescence polarization, HEK cells, FAbetaB substrate; inhibition, % at 5.59 µM; FAbetaB cleavage; AID 434962, 2010; Insulin-degrading enzyme (Homo sapiens), P14735; hit rate 0.41% among 320,000;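 active = percent inhibition above the average of all tested compounds plus 3 SD, set per screening campaign, cut at about 16% in these data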;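 note: IDE supplied by intact live HEK cells; FP after avidin binding of uncleaved biotin substrate so inhibition keeps polarization high; 0% = DMSO wells and 100% = 60 µM reference IDE inhibitor Ii1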
Target sequence (P14735 whole entry, looked up): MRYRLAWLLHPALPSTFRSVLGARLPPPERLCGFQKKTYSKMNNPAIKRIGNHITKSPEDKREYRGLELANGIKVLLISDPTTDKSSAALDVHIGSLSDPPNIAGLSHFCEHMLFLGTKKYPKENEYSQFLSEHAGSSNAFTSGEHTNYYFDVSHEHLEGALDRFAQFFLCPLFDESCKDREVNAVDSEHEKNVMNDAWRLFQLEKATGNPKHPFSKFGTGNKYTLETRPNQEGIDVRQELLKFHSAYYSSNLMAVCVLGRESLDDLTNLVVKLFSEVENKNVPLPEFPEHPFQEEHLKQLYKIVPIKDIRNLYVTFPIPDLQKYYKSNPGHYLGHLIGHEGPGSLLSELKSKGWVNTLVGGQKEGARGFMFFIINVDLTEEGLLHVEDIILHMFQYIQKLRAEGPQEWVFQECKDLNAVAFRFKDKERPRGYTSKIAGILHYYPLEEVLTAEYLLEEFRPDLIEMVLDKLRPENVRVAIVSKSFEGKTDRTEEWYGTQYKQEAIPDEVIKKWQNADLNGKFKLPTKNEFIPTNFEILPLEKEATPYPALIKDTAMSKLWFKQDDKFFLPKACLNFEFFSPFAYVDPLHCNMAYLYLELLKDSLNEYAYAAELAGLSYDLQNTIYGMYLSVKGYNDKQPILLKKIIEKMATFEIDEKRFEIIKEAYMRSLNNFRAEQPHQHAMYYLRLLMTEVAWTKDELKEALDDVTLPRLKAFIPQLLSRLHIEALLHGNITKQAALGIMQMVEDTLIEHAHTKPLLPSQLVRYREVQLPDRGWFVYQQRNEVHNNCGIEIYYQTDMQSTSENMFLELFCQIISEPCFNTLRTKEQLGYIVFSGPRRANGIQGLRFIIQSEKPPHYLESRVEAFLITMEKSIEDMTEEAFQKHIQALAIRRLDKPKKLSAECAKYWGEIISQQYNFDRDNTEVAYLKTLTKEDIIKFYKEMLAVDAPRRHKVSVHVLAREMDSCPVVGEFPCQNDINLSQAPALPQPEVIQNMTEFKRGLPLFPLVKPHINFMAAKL
M4 PAM – human M4 muscarinic receptor positive allosteric modulators, primary screen, CHO-K1 cells, Fluo-8 calcium fluorescence; Muscarinic acetylcholine receptor M4 (Homo sapiens), P08173; CHO-K1 hM4/Gqi5, ACh EC20; 0% = ACh EC20, 100% = maximal ACh; activation, % at 3 µM; hit rate 0.4% among 360,000;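 active = activation above its plate's cutoff, the mean activation of sample wells plus 3 SD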; note: some results filed as inactive read as strong as hits
CRFR2-BP ag – agonists of CRF-BP/CRF-R2 complex, primary screen, cell-based, HEK293, calcium dye fluorescence, uHTS; CRF-binding protein / CRF receptor 2 complex (human); calcium dye fluorescence (FLIPR); percent of saturating CRF peptide response; activation, % at 13.2 µM; hit rate 0.46% among 350,000; AID 588473, 2011;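 active = activation of at least 50%, plus an integration ratio under a set limit after plate pattern correction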;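 note: plate controls were neutral control wells without compound for no effect and CRF at EC100 for full effect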
M5 ag – human M5 muscarinic receptor agonists, primary screen, CHO-K1 cells, Fluo-8 calcium fluorescence. Muscarinic acetylcholine receptor M5 (Homo sapiens), P08912. CHO-K1 hM5 cells; 0% DMSO wells, 100% maximal acetylcholine response. activation, % at 3 µM. hit rate 0.19% among 360,000. AID 624037, 2012;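 active = activation above the run's mean over test compounds plus 3 SD, cut at about 23% in these data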;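 note: signal is peak over basal fluorescence ratio across the kinetic read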
CRFR2-BP antag – antagonists of CRF-BP/CRF-R2 complex, primary screen, cell-based, HEK293, calcium dye fluorescence, uHTS; CRF-induced calcium fluorescence; inhibition, % at 11.8 µM; hit rate 0.59% among 350,000; AID 588475, 2011;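 active = inhibition of the ligand-induced calcium signal above about 50% at the single tested concentration, limit read from the data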
CHRM5 PAM – human M5 muscarinic receptor positive allosteric modulators, primary screen, CHO-K1 cells, Fluo-8 calcium fluorescence | Muscarinic acetylcholine receptor M5 (Homo sapiens), P08912 | activation, % at 3 µM | hit rate 0.3% among 360,000 | CHO-K1 hM5, ACh EC20 PAM; 0% = ACh EC20, 100% = ACh EC100;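 active = activation above the run cutoff, the mean activation of all test compounds plus 3 SD, cut at about 18% in these data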
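System: CHO-K1 cell line with stable human muscarinic M5 receptor expression | Also added: EC20 acetylcholine as agonist stimulus | Compound: One concentration, 3 µM final (nominal) | Timing: Fluo-8 loading 80 min at 37 °C plus 30 min room temperature | Measured by: Fluo-8 calcium dye fluorescence, kinetic read | Read-out basis: % activation, ACh-normalized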
CHRM5 antagonist – human M5 muscarinic receptor antagonists, primary screen, CHO cells, Fluo-8 calcium fluorescence | CHO-hM5 cells, ACh EC80 | hit rate 0.59% among 360,000 | Muscarinic acetylcholine receptor M5 (Homo sapiens), P08912 | inhibition, % at 3 µM;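 active = inhibition above a per-plate cutoff, the mean of that plate's test compounds plus 3 SD, cut at about 27% in these data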;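 note: 0% = acetylcholine EC80 with DMSO and 100% = DMSO without agonist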
CHRM4 antagonist – human M4 muscarinic receptor antagonists, primary screen, CHO cells, Fluo-8 calcium fluorescence | Muscarinic acetylcholine receptor M4 (Homo sapiens), P08173 | CHO-hM4 cells, ACh EC80 | inhibition, % at 3 µM | hit rate 0.73% among 360,000 | AID 624125, 2012;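 active = inhibition above its plate's cutoff, the mean inhibition of sample wells plus 3 SD, cut at about 27% in these data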;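 note: 0% = acetylcholine EC80 with DMSO and 100% = DMSO without agonist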
The depositor's hits bear a star; . = no result given.

SMILES | M4 ag | IDE cell inh | M4 PAM | CRFR2-BP ag | M5 ag | CRFR2-BP antag | CHRM5 PAM | CHRM5 antagonist | CHRM4 antagonist
O=C(NCCCN1CCOCC1)c1cc(-c2ccccc2)nc2ccccc12 | 6 | 7 | -3 | 0.5 | -1 | -4 | -6 | 2 | -12
O=C(CN(C(=O)Cn1nnc(-c2ccc(F)cc2)n1)c1ccc(F)cc1)NC1CCCC1 | 0 | 1 | 2 | -0.5 | -3 | -7 | -2 | 12 | 3
C=CCOC(=O)C1=C(C)OC(N)=C(C#N)C1c1ccoc1 (stereo not given) | 2 | 45* | 9 | 20 | 1 | -33 | -2 | 6 | 5
NC(=O)C1CCN(C(=O)CSc2ccccn2)CC1 | 1 | 9 | 5 | -0.5 | 3 | 12 | 6 | -2 | 2
ClC(Cl)c1nnc(-c2ccccc2)c(-c2c[nH]c3ccccc23)n1 | 1 | 6 | 1 | -0.6 | -3 | -14 | -4 | 4 | 2
Cc1cccc(-n2nc(C(=O)Nc3ccccc3)n3c(=O)cc(-c4ccccc4)nc23)c1 | 0 | 8 | 1 | 2.8 | 4 | 7 | 7 | -9 | 6
Cc1ccc(SCc2ccc(C(=O)Nc3cccc([N+](=O)[O-])c3C)cc2)cc1 | 2 | 2 | 6 | 11 | -5 | -9 | 1 | -3 | -19
COc1ccccc1OCCOC(=O)Nc1ccccc1 | 1 | -2 | 7 | -2.2 | 0 | 29 | 5 | 0 | 6
CCCNc1nc(C)cc(-c2cc(-c3ccc(Cl)cc3)on2)n1 | 1 | 2 | 2 | 1.6 | -3 | 6 | 5 | 12 | -2
Cc1c2cnn(-c3ccccc3)c(=O)c2c(C)n1CCCC(=O)N1CCN(c2ncccn2)CC1 | 5 | . | -3 | -1.5 | -2 | -19 | -11 | 3 | 1
CN(C)C(CNC(=O)C1CC(=O)N(c2cccc(C(F)(F)F)c2)C1)c1ccccc1 (stereo not given) | 1 | . | 6 | 3.1 | 0 | 2 | -5 | -2 | -2
CSc1nc(N)nc2c1ncn2CC(=O)NCCCc1ccccc1 | 9 | -3 | -5 | -0.7 | 1 | 3 | -6 | 4 | 3
COc1ccc(S(=O)(=O)N(C)C[C@H]2Oc3c(NC(=O)c4ccncc4)cccc3C(=O)N([C@H](C)CO)C[C@@H]2C)cc1 | 0 | 1 | 3 | -2.3 | -3 | 5 | 2 | 6 | 1
Cc1cccc(Nc2nc(N)c([N+](=O)[O-])c(N3CCN(C)CC3)n2)c1 | 2 | 6 | 6 | -1.5 | 1 | -4 | -1 | -8 | -8
O=C(O)C1CCCN1S(=O)(=O)c1ccc2ccccc2c1 (stereo not given) | 1 | -4 | 4 | 2.4 | 0 | 18 | -11 | 13 | 2
NCCNc1ccc([N+](=O)[O-])cc1 | 1 | 0 | -8 | 2.7 | 2 | -3 | 10 | -1 | 8
CN(C)CCN1C(=O)C(=O)/C(=C(/O)c2ccc3c(c2)OCCO3)C1c1ccccn1 (stereo not given) | 2 | 2 | 22 | 2.4 | -4 | 13 | 17 | -5 | -20
O=c1[nH]c2ccccc2cc1-c1nnn(-c2ccc(Cl)c(Cl)c2)n1 | 0 | -2 | 4 | -1.9 | 0 | -1 | 4 | 11 | 1
COc1cccc(-n2nnnc2SCC(=O)Nc2ccc(OC)cc2OC)c1 | 1 | -1 | -5 | -1.5 | 0 | 11 | -6 | -5 | 4
CCOc1ccc(S(=O)(=O)Nc2ccc(C(=O)NCC(c3ccc(OC)cc3)N3CCOCC3)cc2)cc1 (stereo not given) | 3 | -1 | -2 | 1.0 | -8 | -3 | -5 | 6 | 10
O=C(CSc1nc(-c2ccco2)cc(C(F)(F)F)n1)N1CCSCC1 | 4 | 5 | 4 | -1.1 | 3 | -1 | 0 | -1 | 10
Cc1nn(C)c(C)c1NS(=O)(=O)c1ccc(N2CCCC2=O)cc1 | 2 | 5 | 3 | 1.5 | -2 | -11 | 5 | -3 | -2
CCOC(=O)N1CCN(CCC(=O)Nc2cc([N+](=O)[O-])ccc2OC)CC1 | 1 | 2 | 1 | 1.2 | -1 | -13 | -6 | 2 | -2
COc1ccc(N2CC(C(=O)N[C@@H](CC(C)C)C(=O)NC3CCCC3)CC2=O)cc1 (stereo not given in full) | 0 | 3 | 1 | 0.8 | -1 | -15 | 8 | -10 | 7
CC(=O)N(Cc1ccco1)C1(C(=O)NC2CCCCC2)CCCCC1 | 1 | -2 | 4 | -2.7 | -7 | 46 | -14 | -1 | -2
O=C(Cn1nc(C(=O)O)c2ccccc2c1=O)Nc1cccc(S(=O)(=O)N2CCCCCC2)c1 | 0 | 1 | -1 | -0.6 | 8 | -4 | 11 | 3 | 6
COc1ccc(C2CC(c3cccs3)=NN2C(=O)CSc2nc(=O)n3ccc(C)cc3n2)cc1 (stereo not given) | 1 | -3 | -5 | -0.8 | -4 | -6 | 10 | -9 | 0
CCOC(=O)C1=C(CS(=O)(=O)c2ccccc2)NC(=O)NC1c1cccc(OC)c1 (stereo not given) | 1 | 1 | 6 | -3.9 | -3 | 10 | -2 | 10 | 6
COc1ccc(OCC(=O)NS(=O)(=O)c2ccccc2)cc1 | 2 | -6 | 2 | -1.1 | -1 | 2 | 7 | 3 | -9
O=C(NNC(=O)c1ccccc1F)c1cccc(S(=O)(=O)N2CCc3ccccc32)c1 | 11 | 6 | -9 | -0.8 | 3 | -9 | -26 | 26 | 20
CCc1ccc(NC(=O)CNC(=O)c2nn(-c3ccc(OC)cc3)c(=O)c3ccccc23)cc1 | 10 | 5 | -5 | 3.0 | 1 | 2 | -4 | 10 | 4
COc1ccccc1OCc1nnc(SCC(=O)N2CCCC2)o1 | 0 | -1 | 7 | -1.2 | -2 | 11 | 8 | 1 | -1
Cc1ccc(O)c(NC(=O)c2cc(-c3ccc(F)cc3)on2)c1 | 0 | 1 | 6 | 3.9 | 1 | -19 | 1 | 2 | -10
CCc1noc(C)c1C(=O)Nc1ccc(Cl)c(S(=O)(=O)N2CCCCC2)c1 | 16 | -2 | -11 | -2.3 | 6 | -8 | -17 | 10 | -3
OCC[C@H]1C[C@H](O)[C@@H](O)[C@@]2(CCc3ccccc3CO2)O1 | 2 | -2 | 13 | -0.9 | 3 | 3 | 3 | 2 | 4
CC(C)Cc1nnc(NC(=O)c2ccc3c(c2)NC(=O)C(C)S3)s1 (stereo not given) | 0 | 2 | 11 | 3.6 | 1 | 1 | 0 | -4 | -19
COc1cccc(CNC(=O)C2CCN(S(=O)(=O)c3ccc4c(c3)NC(=O)C(C)S4)CC2)c1 (stereo not given) | 7 | 2 | -2 | -0.7 | -7 | 2 | -5 | 10 | -5
[N-]=[N+]=CC(=O)CNC(=O)[C@@H](Cc1ccccc1)N1C(=O)c2ccccc2C1=O | 1 | 9 | -5 | 0.3 | -3 | -4 | -9 | -2 | 3
O=C(Nc1ccccc1)N1CCN(c2ccccc2)CC1 | 2 | . | -1 | -1.8 | 1 | -10 | 1 | 23 | 5
Cc1noc(C)c1NC(=O)N(C)C[C@H]1Oc2c(NC(=O)C3CC3)cccc2C(=O)N([C@H](C)CO)C[C@@H]1C | 1 | 7 | -3 | -0.6 | 1 | 5 | -1 | 11 | 11
Nc1[nH]ncc1S(=O)(=O)c1ccccc1 | 0 | 1 | 5 | -0.5 | -1 | 2 | 3 | 3 | 2
COc1ccc(NC(=O)CN(C)S(=O)(=O)c2ccc(Cl)cc2)cn1 | 2 | -5 | 7 | 0.8 | 2 | 0 | -1 | -3 | -2
COc1cccc(C(=O)Nc2ccc3c(c2)n(C)c(=O)n3C)c1 | 1 | 3 | 3 | -0.2 | 0 | 9 | 5 | 1 | -10
CN(CC(=O)N1CCCC1)S(=O)(=O)c1ccc2ccccc2c1 | 1 | 9 | 5 | -2.8 | -2 | 17 | -4 | 8 | -2
CC(=O)NC(C)(CC(=O)c1ccccc1)c1ccccc1 (stereo not given) | 0 | 3 | -5 | -0.9 | 0 | 6 | -3 | 17 | 5
O=C(CCc1nnc2n(Cc3ccc(F)cc3)c(=O)c3ccccc3n12)NCCN1CCOCC1 | 1 | 2 | -1 | -0.2 | 0 | -5 | 2 | -1 | -6
Clc1ccc(-c2ccn[nH]2)cc1 | 1 | -1 | 7 | -1.5 | -6 | -3 | 7 | 1 | -3
O=C(Nc1cccc2cccnc12)c1ccccc1Br | 0 | -7 | -5 | -3.6 | -3 | 4 | 1 | 2 | -3
O=C(Cc1cccs1)Nc1nnc(SCC(=O)NC2CCCCC2)s1 | 1 | -2 | -4 | 2.7 | -1 | -16 | -1 | 2 | 1
O=C(COC(=O)c1cnc(Cl)c(Cl)c1)NC1CCCC1 | 0 | . | 5 | -1.3 | 2 | 19 | 0 | 10 | -12

Compounds from the list above containing a COOH group (2):
SMILES | M4 ag | IDE cell inh | M4 PAM | CRFR2-BP ag | M5 ag | CRFR2-BP antag | CHRM5 PAM | CHRM5 antagonist | CHRM4 antagonist
O=C(O)C1CCCN1S(=O)(=O)c1ccc2ccccc2c1 (stereo not given) | 1 | -4 | 4 | 2.4 | 0 | 18 | -11 | 13 | 2
O=C(Cn1nc(C(=O)O)c2ccccc2c1=O)Nc1cccc(S(=O)(=O)N2CCCCCC2)c1 | 0 | 1 | -1 | -0.6 | 8 | -4 | 11 | 3 | 6

Other compounds follow:
SMILES | M4 ag | IDE cell inh | M4 PAM | CRFR2-BP ag | M5 ag | CRFR2-BP antag | CHRM5 PAM | CHRM5 antagonist | CHRM4 antagonist
CC1CCc2sc(C(=O)NCC(C)(C)N3CCOCC3)cc2C1 (stereo not given) | 0 | 1 | -2 | 4.5 | -4 | -10 | 2 | -3 | -12
CCCc1nc2ccccc2c(=O)n1-c1ccc(C(=O)OCC)cc1 | 1 | -2 | 5 | -0.2 | -3 | 2 | 14 | -2 | -2
CC(=O)c1ccc(S(=O)(=O)NC2CC(=O)N(c3ccc(C)c(C)c3)C2)cc1 (stereo not given) | 9 | 8 | 9 | -0.2 | 5 | 4 | -9 | 5 | -6
CCOc1cc2c(C#N)c(N(CC)CC)nc(N)c2c(N)n1 | 5 | 7 | 3 | 2.6 | 6 | 4 | -3 | 2 | -11
Cc1cccnc1NC(=O)Nc1cccc2ccccc12 | 0 | -1 | 15 | -0.6 | -4 | -4 | 0 | -2 | 9
CCOC(=O)C1=CCC2C(=O)N(C)C(=O)C12 (stereo not given) | 1 | . | 11 | . | -1 | . | 3 | -3 | -14
Cc1nc2[nH]c(=O)c3c(n2n1)NC1=C(C(=O)CC(C)(C)C1)C3c1ccc(F)cc1 (stereo not given) | 0 | 2 | 3 | 3.0 | -1 | 5 | -2 | 6 | 0

Compound activity: PubChem, several laboratories
